TDP1 inh = TDP1 (human) enzyme inhibition; 350,000 compounds, 0.28% hits; recombinant TDP1, AlphaScreen DNA substrate cleavage; Q9NUW8; Potency, µM (top dose mostly 130 µM), for the others: at the top dose activity change, negative = inhibition, actives largely listed as inhibitors; note: nearly all actives have a fitted effect of over 40% in size
Target sequence (Q9NUW8 whole entry, looked up): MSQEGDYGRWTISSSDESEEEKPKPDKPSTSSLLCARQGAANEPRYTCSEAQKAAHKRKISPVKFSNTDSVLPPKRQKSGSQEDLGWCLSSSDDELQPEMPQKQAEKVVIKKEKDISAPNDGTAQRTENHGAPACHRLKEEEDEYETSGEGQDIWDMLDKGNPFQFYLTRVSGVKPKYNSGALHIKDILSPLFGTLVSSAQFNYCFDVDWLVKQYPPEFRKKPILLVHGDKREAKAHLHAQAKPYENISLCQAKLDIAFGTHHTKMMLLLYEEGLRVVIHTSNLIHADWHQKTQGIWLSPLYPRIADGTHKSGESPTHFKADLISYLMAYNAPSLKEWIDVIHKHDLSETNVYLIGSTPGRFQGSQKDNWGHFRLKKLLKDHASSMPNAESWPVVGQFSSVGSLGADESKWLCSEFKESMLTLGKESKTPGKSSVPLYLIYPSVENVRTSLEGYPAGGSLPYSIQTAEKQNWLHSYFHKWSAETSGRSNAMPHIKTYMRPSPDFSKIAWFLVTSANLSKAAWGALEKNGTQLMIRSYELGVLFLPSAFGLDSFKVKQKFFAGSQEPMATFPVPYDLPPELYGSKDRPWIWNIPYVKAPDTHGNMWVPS
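Tdp1 1 nM final; 15 min RT w/ cpd; substrate 15 nM, 5 min; beads 10 ug/ml, 10 min; AlphaScreen read. Neg ctrl: no enzyme.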
DT40 TDP1 no CPT = qHTS for Inhibitors of human tyrosyl-DNA phosphodiesterase 1 (TDP1): qHTS in cells in absence of CPT | DT40 Tdp1-/- hTDP1 cells, no CPT, ATP luminescence, 48 h | Potency, µM (top dose mostly 46.2 µM), without a hit: at the top dose activity change, negative = growth inhibition, most hits filed as inhibitors | 420,000 compounds, 15% hits; note: nearly all actives have a fitted effect of over 55% in size
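Cells were dispensed at 400 per well, compounds added by pin tool, plates incubated ≥48 hr at 37 °C, then CellTiter-Glo added for 30 min at room temperature before luminescence reading. Line: DT40 Tdp1-/- complemented with hTDP1; camptothecin omitted.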
N370S GC mod = inhibitors or activators of N370S glucocerebrosidase for Gaucher disease; P04062; N370S GC spleen homogenate, 4MU-glucoside fluorescence; Potency, µM (top dose mostly 59.4 µM), for the others: top-dose activity change, negative = inhibition, usual class: inhibitors; 330,000 compounds, 0.092% hits;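 note: 0% = full enzyme activity and -100% = no enzyme basal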
An asterisk follows results filed as active; ? = inconclusive; . = not tested or not shown; & = joins results of further samples; [ ] = dose if it differs, or a comment. Calls come from the whole dose curve; as a rule, active = well fitted curve in the direction sought with a large enough effect; inconclusive = small, poorly fitted or top-dose-only effect, or another doubt; inactive = no such curve, though single readings can be large; an effect the other way counts as inactive or inconclusive. Unless noted, % is set by controls: 0 for no effect and ±100 for the full control effect; potency is the fitted concentration of half-maximal effect.

nr | structure | TDP1 inh | DT40 TDP1 no CPT | N370S GC mod
1 | Cc1cccc(CN2C(=O)c3ccccc3Sc3ccc(C(=O)N4CCCC4)cc32)c1 | 13% | ? | .
2 | COc1ccccc1-c1cc(C(=O)Nc2cc(Cl)ccc2O)no1 | -2% | -17% | .
3 | O=C1NN(c2cccc(Br)c2)C(=O)/C1=C\c1ccc(O)cc1 | . | 1% | -6%
4 | COc1ccc(N2CCN(C(=O)CSc3nc4[nH]ncc4c(=O)n3-c3cccc4ccccc34)CC2)cc1 | 5% | 7.3µM* | -18%
5 | Cn1c(=O)cc(N)n(Cc2ccccc2)c1=O | 4%&-1% | -6% | -10%&13%
6 | CCc1cc(-c2onc(C)c2-c2cscn2)c(O)cc1OC | 0% | ? | -23%
7 | Cc1ccc(NC(=O)C2CCN(S(=O)(=O)c3c(C)noc3/C=C/c3ccco3)CC2)nc1 | 4% | 18µM* | -12%
8 | Cc1ccc(-n2ncc3c(NC4CCCCC4)ncnc32)cc1Cl | 8% | 16µM* | .
9 | CN1CCN(CC(=O)Nc2ccc([N+](=O)[O-])cc2Br)CC1 | 0% | -10% | -3%
10 | CCc1nc(NCc2ccc3c(c2)OCO3)c2oc3ccccc3c2n1 | 5% | 18µM* | 13%
11 | CC(C)NC(=O)c1cc2c(-c3ccc(Cl)cc3)nn(C)c2s1 | 2% | -20% | -4%
12 | CCc1ccc(CN(C(=O)c2ccc(OC)cc2)C2CCS(=O)(=O)C2)cc1 (stereo not given) | 6% | ? | .
13 | CCn1c(SCC(=O)NNC(=O)c2ccccc2)nnc1-c1ccncc1 | -3% | 2% | -8%
14 | CC(C)Oc1cccc(C2NC(=O)c3ccccc3O2)c1 (stereo not given) | . | -14% | 4%
15 | Cc1cc(C)nc(/N=C(\NC(=O)C(C)(C)C)Nc2ccccc2)n1 | 1% | 0% | 1%
16 | CN(C)c1ccc(CNC(=O)c2ccc(Cn3c(SCc4ccccc4)nc4cccnc43)cc2)cc1 | 9% | ? | .
17 | O=C(CSc1n[nH]c(-c2cccnc2)n1)Nc1ccc(Br)cc1 | 6% | -17% | 11%
18 | CCOC(=O)C1C(=O)CC(C)(O)C(C(=O)OCC)C1c1cccc(OC(F)(F)C(F)F)c1 (stereo not given) | 7% | -3% | 4%
19 | CCOc1ccc(C(=O)NC2CC3CCCC(C2)N3CC(C)C)cc1 (stereo not given) | 5% | 10% | -2%
20 | NC(=O)Cn1cnc2c(nnn2-c2cccc(Cl)c2)c1=O | . | 14% | 2%

The last four compounds of the section before lead into the next.
nr | structure | TDP1 inh | DT40 TDP1 no CPT | N370S GC mod
17 | O=C(CSc1n[nH]c(-c2cccnc2)n1)Nc1ccc(Br)cc1 | 6% | -17% | 11%
18 | CCOC(=O)C1C(=O)CC(C)(O)C(C(=O)OCC)C1c1cccc(OC(F)(F)C(F)F)c1 (stereo not given) | 7% | -3% | 4%
19 | CCOc1ccc(C(=O)NC2CC3CCCC(C2)N3CC(C)C)cc1 (stereo not given) | 5% | 10% | -2%
20 | NC(=O)Cn1cnc2c(nnn2-c2cccc(Cl)c2)c1=O | . | 14% | 2%
21 | O=C(CC1NCCNC1=O)Nc1ccc(F)c(Cl)c1 (stereo not given) | -2% | -16% | .
22 | O=C(O)c1cc(NS(=O)(=O)c2ccc(N3CCOCC3)c([N+](=O)[O-])c2)cc(C(=O)O)c1 | -1% | -21% | -1%
23 | c1ccc(-n2c(-c3ccco3)nnc2-c2ccco2)cc1 | 3% | -27% | 3%
24 | COc1ccc(NS(=O)(=O)c2ccc(NS(=O)(=O)c3cccc(C(=O)O)c3)cc2)cc1 | . | 1% | -8%
25 | O=C(Nc1ccon1)c1nc[nH]c1C(=O)N1CCN(c2ccccc2)CC1 | 2% | 6% | .
26 | Cc1ccc(S(=O)(=O)N(CC(=O)Nc2ccc(C)c(Cl)c2)C(=O)N2CCN(C)CC2)cc1 | . | 1% | -7%
27 | CCOc1ccc(C2c3c(-c4cc(C)ccc4O)n[nH]c3C(=O)N2Cc2cccnc2)cc1OCC (stereo not given) | 9% | -19% | .
28 | COc1ccc(N2CC(C(=O)N3CCN(c4ccccc4F)CC3)CC2=O)cc1 (stereo not given) | 3%[0.0935 µM] | -14% | -4%
29 | CC1CN(c2oc(-c3ccco3)nc2C#N)CC(C)O1 (stereo not given) | 0% | -28% | 6%
30 | Cc1ccc(-n2ncc3c(N4CCCCCC4)ncnc32)cc1 | -3% | ? | .
31 | CCn1c(=O)c2cc(C(=O)NCCOC)sc2c2ccccc21 | . | ? | 2%
32 | N#Cc1ccccc1OCC(=O)OCC(=O)NC1CC1 | 0%[56.1 µM] | 15% | .
33 | CCOc1ccc2nc(SCC(=O)NCc3ccccc3)[nH]c2c1 | . | -17% | -4%
34 | CCOc1ccccc1Nc1nnc(SCc2ccc(C(=O)OC)o2)s1 | 7% | ? | -1%[2.35 µM]
35 | CCOc1ccc(C(CC(=O)O)NC(=O)C(CC)c2ccccc2)cc1 (stereo not given) | . | 22% | -5%
36 | O=C(CCCCn1c(=O)[nH]c2ccsc2c1=O)NCc1ccc2c(c1)OCO2 | 0% | -7% | 18%
37 | Cc1noc(NS(=O)(=O)c2ccc(NC(=O)/C=C/c3ccc(C(C)C)cc3)cc2)c1C | 8% | 19% | 4%
38 | O=C(CSc1nc(NS(=O)(=O)c2ccccc2)cc(=O)[nH]1)Nc1ccccc1Cl | 4% | -1% | 1%
39 | C=C(C)COc1ccc(-c2ncncc2-c2ccccc2)c(O)c1 | . | 3% | -5%
40 | O=C(N/N=C/c1ccc([N+](=O)[O-])cc1)C(=O)N1CCCC1 | 0% | -23% | 0%

(more compounds)
nr | structure | TDP1 inh | DT40 TDP1 no CPT | N370S GC mod
41 | C[C@H](NC(=O)c1nc[nH]c1C(=O)NCCCCCN)C(=O)OC(C)(C)C | -2% | -7% | -25%
42 | CCN(CC)c1ccc(/C=N/N2CCN(Cc3ccc(Cl)cc3)CC2)c(O)c1 | 7% | -25% | -1%
43 | Cc1nc(-c2nnc(SCC(=O)Nc3ccc(Cl)cc3)n2C)cs1 | . | -5% | 2%
44 | O=C(/C=C/c1ccco1)Nc1cccc(NC(=O)/C=C/c2ccco2)n1 | . | 21µM* | -4%
45 | CCOc1ccc(-n2c(SCC(=O)NCc3ccco3)nnc2-c2c[nH]c3ccccc23)cc1 | 10% | 13µM* | -4%
46 | CCCn1c2ccccc2c2cnn(CC(=O)N3CCN(C4CCCCC4)CC3)c(=O)c21 | 2% | 6% | -7%
47 | CCN1C(=NCCN2CCOCC2)N[C@@H](c2ccccc2)C(C(=O)OC)=C1C | . | -9% | 7%&0%
48 | COc1ccc(C(=O)NC2CCc3ccccc32)cc1OC1CCN(C(C)=O)CC1 (stereo not given) | 0% | ? | 0%
49 | CCOC(=O)N1CCN(C(=O)c2oc3ccc(S(=O)(=O)N4CCOCC4)cc3c2C)CC1 | -4% | -27% | 19%
50 | CC(NC(=O)Cn1c(=O)oc2cc(S(=O)(=O)N3CCCCCC3)ccc21)c1ccccc1 (stereo not given) | 5% | -7% | .
51 | Nc1c(/C=C2/C=CC(=O)C(O)=C2)c(=O)nc2sc(CC(=O)N3CCCC3)nn12 | ? | -3% | 2%
52 | Cc1cc(NC(=O)CSc2nnc(-c3cccnc3)n2C)no1 | 4% | -2% | 2%
53 | O=C(OCc1cccc(C(F)(F)F)c1)c1ccc(-c2nnn(Cc3ccc(F)cc3)n2)cc1 | 2% | -7% | .

Structures from the list above that contain an aryl thioether with sulfur outside any ring:
nr | structure | TDP1 inh | DT40 TDP1 no CPT | N370S GC mod
4 | COc1ccc(N2CCN(C(=O)CSc3nc4[nH]ncc4c(=O)n3-c3cccc4ccccc34)CC2)cc1 | 5% | 7.3µM* | -18%
13 | CCn1c(SCC(=O)NNC(=O)c2ccccc2)nnc1-c1ccncc1 | -3% | 2% | -8%
16 | CN(C)c1ccc(CNC(=O)c2ccc(Cn3c(SCc4ccccc4)nc4cccnc43)cc2)cc1 | 9% | ? | .
17 | O=C(CSc1n[nH]c(-c2cccnc2)n1)Nc1ccc(Br)cc1 | 6% | -17% | 11%
33 | CCOc1ccc2nc(SCC(=O)NCc3ccccc3)[nH]c2c1 | . | -17% | -4%
34 | CCOc1ccccc1Nc1nnc(SCc2ccc(C(=O)OC)o2)s1 | 7% | ? | -1%[2.35 µM]
38 | O=C(CSc1nc(NS(=O)(=O)c2ccccc2)cc(=O)[nH]1)Nc1ccccc1Cl | 4% | -1% | 1%
43 | Cc1nc(-c2nnc(SCC(=O)Nc3ccc(Cl)cc3)n2C)cs1 | . | -5% | 2%
45 | CCOc1ccc(-n2c(SCC(=O)NCc3ccco3)nnc2-c2c[nH]c3ccccc23)cc1 | 10% | 13µM* | -4%
52 | Cc1cc(NC(=O)CSc2nnc(-c3cccnc3)n2C)no1 | 4% | -2% | 2%

This is a subset. The share of hits here may be higher or lower than overall.
